Assay outcomes deposited in PubChem BioAssay by Broad Institute.
TcdB inh – TcdB glycohydrolase inhibition. TcdB glycohydrolase enzymatic assay, plate reader. inhibition, % at 9.99 µM. actives 0.24% (n = 350,000); in the data active = inhibition above about 10%
* hit, by the source's call. Some of the compounds tested. The share of hits here may be higher or lower than overall.

CCC(=O)Nc1ccc2c(c1)C(=O)N(C)C[C@@H](OC)[C@@H](C)CN(C(=O)C1CCC1)[C@H](C)CO2
  TcdB inh: 0.8

O=C(Cc1ccncc1)N1CC[C@@H]2[C@H]1c1cc(-c3ccccc3F)ccc1N[C@@H]2CO
  TcdB inh: 0.9

CC(C)NC(=O)N(C)C[C@@H]1Oc2ccc(NC(=O)Nc3ccc(C(F)(F)F)cc3)cc2C(=O)N([C@@H](C)CO)C[C@H]1C
  TcdB inh: 0.6

CC(C)NC(=O)Nc1ccc2c(c1)CC(=O)N([C@H](C)CO)C[C@@H](C)[C@H](CN(C)C(=O)Nc1ccc(F)cc1)O2
  TcdB inh: -0.8

CCCNC(=O)[C@@H]1[C@@H](CO)[C@@H]2Cn3c(cccc3=O)[C@H]1N2Cc1ccccc1
  TcdB inh: -0.6

COCC(=O)Nc1ccc2c(c1)C(=O)N(C)C[C@H](OC)[C@H](C)CN(Cc1ccccc1F)[C@@H](C)CO2
  TcdB inh: -0.4

CCC(=O)N1C[C@@H](C)[C@@H](OC)CN(C)C(=O)c2cc(NS(=O)(=O)CC)ccc2OC[C@@H]1C
  TcdB inh: -0.2

C[C@@H]1CN([C@H](C)CO)C(=O)c2cc(NC(=O)Nc3ccc4c(c3)OCO4)ccc2O[C@@H](C)CCCCO[C@H]1CN(C)S(=O)(=O)c1cn(C)cn1
  TcdB inh: -1.6

N#C[C@@H]1[C@H](c2ccccc2-c2ccccc2F)[C@@H](CO)N1C(=O)c1ccccn1
  TcdB inh: -20.3

COc1ccc(C[C@H]2CCc3cnnn3COC[C@H](CC(C)C)NC2=O)cc1
  TcdB inh: -1.3

CC(C)c1cn(CC[C@@H]2CC[C@@H](NS(=O)(=O)c3ccc(F)cc3)[C@@H](CO)O2)nn1
  TcdB inh: 1.1

COc1cccc(S(=O)(=O)N[C@H]2CC[C@@H](CC(=O)NCc3ccc(Cl)cc3)O[C@@H]2CO)c1
  TcdB inh: -0.1

C[C@H]1CN([C@@H](C)CO)S(=O)(=O)c2ccc(C#Cc3ccccc3F)cc2O[C@@H]1CN(C)C(=O)c1ccc2c(c1)OCO2
  TcdB inh: -1.0

C[C@@H]1CN([C@H](C)CO)C(=O)c2cc(NC(=O)Nc3ccc4c(c3)OCO4)ccc2O[C@@H](C)CCCCO[C@H]1CN(C)Cc1ccc(Cl)c(Cl)c1
  TcdB inh: -0.3

Cc1noc(C)c1NC(=O)Nc1cccc2c1O[C@@H](CN(C)CC1CCCCC1)[C@@H](C)CN([C@@H](C)CO)C2=O
  TcdB inh: -0.4

C/C=C/c1ccc2c(c1)O[C@H](CN(C)C(=O)COC)[C@@H](C)CN([C@H](C)CO)S2(=O)=O
  TcdB inh: 0.2

N#C[C@@H]1[C@@H](c2ccc(-c3ccc(F)cc3)cc2)[C@@H](CO)N1S(=O)(=O)Cc1ccccc1
  TcdB inh: 1.0

COc1ccc(S(=O)(=O)N(C)C[C@@H]2OCCCC[C@@H](C)Oc3ccc(N(C)C)cc3C(=O)N([C@H](C)CO)C[C@H]2C)cc1
  TcdB inh: -8.3

COc1ccc(-c2ccc3c(c2)[C@@H]2[C@@H](CCN2C(=O)c2cnccn2)[C@H](CO)N3)cc1
  TcdB inh: 4.1

C[C@H](CO)N1C[C@H](C)[C@@H](CN(C)CC2CCCCC2)Oc2ccc(NC(=O)C3CC3)cc2C1=O
  TcdB inh: 0.1

CCC(=O)N1C[C@H](C)[C@H](OC)CN(C)C(=O)c2ccc(NC(=O)Nc3cccc(F)c3)cc2OC[C@H]1C
  TcdB inh: 0.7

CN(C)C(=O)C[C@@H]1CC[C@@H]2[C@H](COc3ccc(NC(=O)C4CCC4)cc3C(=O)N2C)O1
  TcdB inh: 0.5

C[C@H]1CN([C@@H](C)CO)C(=O)Cc2cc(NC(=O)Cc3cn(C)c4ccccc34)ccc2O[C@@H]1CN(C)C(=O)NC1CCCCC1
  TcdB inh: 0.0

C/C=C/c1ccc2c(c1)O[C@H](CN(C)Cc1ccncc1)[C@H](C)CN([C@H](C)CO)S2(=O)=O
  TcdB inh: -0.2

Cc1noc(C)c1S(=O)(=O)N(C)C[C@H]1OCCCC[C@H](C)Oc2ccc(NC(=O)CCC(F)(F)F)cc2C(=O)N([C@H](C)CO)C[C@H]1C
  TcdB inh: -1.1

C[C@@H]1CN([C@H](C)CO)C(=O)c2cc(NC(=O)Nc3ccc(C(F)(F)F)cc3)ccc2O[C@H]1CN(C)C
  TcdB inh: -0.9

C[C@@H]1CN([C@@H](C)CO)C(=O)c2cc(NC(=O)Nc3ccc4c(c3)OCO4)ccc2O[C@@H](C)CCCCO[C@H]1CN(C)C(=O)Nc1cccc2ccccc12
  TcdB inh: -1.7

O=C(Cc1ccncc1)Nc1ccc2c(c1)[C@@H]1C[C@H](CC(=O)N3CCCCC3)O[C@H](CO)[C@@H]1O2
  TcdB inh: -1.1

C[C@@H]1CN([C@@H](C)CO)C(=O)Cc2cc(NC(=O)CCCCCC(=O)Nc3ccccc3N)ccc2O[C@H]1CN(C)Cc1ccccc1
  TcdB inh: 0.4

C[C@H]1CN([C@@H](C)CO)C(=O)CCCn2nncc2CO[C@@H]1CN(C)C(=O)c1cc(-c2ccccc2)on1
  TcdB inh: 0.3

In the list so far, four have an aryl methoxy group.
COc1ccc(C[C@H]2CCc3cnnn3COC[C@H](CC(C)C)NC2=O)cc1
  TcdB inh: -1.3

COc1cccc(S(=O)(=O)N[C@H]2CC[C@@H](CC(=O)NCc3ccc(Cl)cc3)O[C@@H]2CO)c1
  TcdB inh: -0.1

COc1ccc(S(=O)(=O)N(C)C[C@@H]2OCCCC[C@@H](C)Oc3ccc(N(C)C)cc3C(=O)N([C@H](C)CO)C[C@H]2C)cc1
  TcdB inh: -8.3

COc1ccc(-c2ccc3c(c2)[C@@H]2[C@@H](CCN2C(=O)c2cnccn2)[C@H](CO)N3)cc1
  TcdB inh: 4.1

Molecules above containing a CF3 group:
CC(C)NC(=O)N(C)C[C@@H]1Oc2ccc(NC(=O)Nc3ccc(C(F)(F)F)cc3)cc2C(=O)N([C@@H](C)CO)C[C@H]1C
  TcdB inh: 0.6

Cc1noc(C)c1S(=O)(=O)N(C)C[C@H]1OCCCC[C@H](C)Oc2ccc(NC(=O)CCC(F)(F)F)cc2C(=O)N([C@H](C)CO)C[C@H]1C
  TcdB inh: -1.1

C[C@@H]1CN([C@H](C)CO)C(=O)c2cc(NC(=O)Nc3ccc(C(F)(F)F)cc3)ccc2O[C@H]1CN(C)C
  TcdB inh: -0.9

(listing goes on)
SMILES	TcdB inh
C[C@H](CO)N1C[C@H](C)[C@@H](CN(C)CC2CCCCC2)Oc2ccc(NC(=O)NC3CCCCC3)cc2CC1=O	0.2
COc1ccc(-c2ccc([C@@H]3[C@@H](CO)N4CCCCN(C(=O)c5ccc(F)cc5)C[C@H]34)cc2)cc1	0.8
C[C@@H]1CN([C@H](C)CO)C(=O)c2cccc(NC(=O)Nc3ccccc3)c2O[C@@H]1CN(C)Cc1ccncc1	0.2
CC(C)NC(=O)N1[C@@H]2c3ccc(-c4ccccc4F)c(=O)n3C[C@@H]2[C@@H](CO)[C@@H]1C(=O)NC1CCC1	1.6
C[C@H]1CN([C@@H](C)CO)C(=O)c2cc(NC(=O)C3CCCCC3)ccc2O[C@H]1CN(C)C(=O)NC1CCCCC1	0.8
C[C@@H]1CN([C@@H](C)CO)C(=O)c2cc(NC(=O)C3CCCCC3)ccc2O[C@@H](C)CCCCO[C@H]1CN(C)S(=O)(=O)c1ccccc1	0.3
COC(=O)c1c(CC[C@@H](CO)NC(=O)N[C@@H](Cc2ccccc2)Cn2cc(-c3ccccc3)nn2)oc(C(=O)N2CCOCC2)c1C(=O)OC	0.0
C[C@@H]1CN([C@@H](C)CO)C(=O)c2cc(C#CCN(C)C)cnc2O[C@H]1CN(C)Cc1cccc(C(=O)O)c1	0.2
CO[C@@H](CN(C)Cc1cc(F)ccc1F)[C@@H](C)CN([C@@H](C)CO)S(=O)(=O)c1ccc(C)cc1	0.9
C[C@@H]1CCCCO[C@H](CN(C)S(=O)(=O)c2ccccc2)[C@@H](C)CN([C@H](C)CO)C(=O)c2cc(NC(=O)CCC(F)(F)F)ccc2O1	-0.4
COCC#Cc1ccc2c(c1)O[C@H](CN(C)CC1CCOCC1)[C@H](C)CN([C@@H](C)CO)S2(=O)=O	0.0
CNC[C@@H]1Oc2ccc(NC(=O)Cc3cn(C)c4ccccc34)cc2C(=O)N([C@H](C)CO)C[C@@H]1C	0.5
COCc1cn(CC[C@@H]2CC[C@H](NC(=O)Nc3ccc(OC)cc3)[C@H](CO)O2)nn1	-1.1
O=C(C1CC1)N1CCCCN2[C@H](CO)[C@H](c3ccc(-c4cccc(F)c4)cc3)[C@H]2C1	-0.3
Cc1ccc(S(=O)(=O)Nc2cccc3c2O[C@H](CN(C)Cc2ccc(C(=O)Nc4ccccc4N)cc2)[C@@H](C)CN([C@H](C)CO)C3=O)cc1	0.6

Continued:
SMILES	TcdB inh
COc1ccc(NC(=O)Nc2ccc3c(c2)C(=O)N([C@@H](C)CO)C[C@@H](C)[C@H](CN(C)C(=O)NC2CCCCC2)OCCCC[C@@H](C)O3)cc1	-2.1
C[C@@H]1CCCCO[C@H](CN(C)C)[C@H](C)CN([C@@H](C)CO)C(=O)c2cc(NC(=O)Nc3cccc4ccccc34)ccc2O1	0.6
C[C@H]1CN([C@@H](C)CO)C(=O)Cc2cc(NS(=O)(=O)c3cn(C)cn3)ccc2O[C@@H]1CN(C)C(=O)Nc1ccc2c(c1)OCO2	-6.4
COC(=O)[C@@H]1[C@@H](CO)[C@@H]2Cn3c(ccc(-c4ccccc4)c3=O)[C@@H]2N1Cc1cccc(F)c1	0.5
O=C(C[C@@H]1CC[C@@H]2[C@H](COC[C@H](O)CN2S(=O)(=O)c2cccc(Cl)c2)O1)N1CCOCC1	1.9
Cc1ccc(S(=O)(=O)N(C)C[C@@H]2Oc3c(NC(=O)CCCCCC(=O)Nc4ccccc4N)cccc3C(=O)N([C@@H](C)CO)C[C@@H]2C)cc1	-0.5
CO[C@H]1CN(C)C(=O)c2ccc(NC(=O)C3CCCCC3)cc2OC[C@@H](C)N(C(=O)c2ccccc2)C[C@@H]1C	-0.5
C[C@@H]1CN([C@H](C)CO)C(=O)c2cc(NC(=O)c3ccncc3)ccc2O[C@H]1CN(C)C(=O)Nc1ccc2c(c1)OCO2	0.1
C[C@@H]1CCCCO[C@H](CN(C)C(=O)Cc2ccccc2)[C@@H](C)CN([C@H](C)CO)C(=O)c2cc(NC(=O)c3ccccc3)ccc2O1	0.0
CCCC(=O)Nc1ccc2c(c1)C(=O)N(C)[C@@H]1CC[C@H](CC(=O)O)O[C@@H]1CO2	-9.6
Cn1cnc(S(=O)(=O)N[C@@H]2C=C[C@H](CC(=O)Nc3ccccc3)O[C@@H]2CO)c1	-0.6
O=C(C[C@H]1CC[C@@H]2[C@H](COC[C@@H](O)CN2C(=O)Nc2ccc(F)cc2)O1)NCCCN1CCOCC1	-5.7
CCC(=O)N1CC(=O)N2[C@H](CO)[C@@H](c3ccc(C#CC4CCCCC4)cc3)[C@H]2C1	1.3
Cc1ccc(S(=O)(=O)N(C)C[C@@H]2Oc3c(NS(=O)(=O)c4c(C)noc4C)cccc3C(=O)N([C@@H](C)CO)C[C@@H]2C)cc1	-0.2
COc1ccc([Si](C)(C)[C@H]2[C@H](CCn3cc(CCO)nn3)O[C@@]3(C(=O)N(C)c4c(Br)cc(C)cc43)[C@@H]2C)cc1	-1.9

Additional structures
SMILES	TcdB inh
COc1ccc(NC(=O)Nc2ccc3c(c2)CC(=O)N([C@H](C)CO)C[C@@H](C)[C@@H](CN(C)C(=O)Nc2ccccc2)O3)cc1	0.6
C[C@@H]1CN([C@@H](C)CO)C(=O)Cc2cc(NC(=O)NC3CCCCC3)ccc2O[C@H]1CN(C)S(=O)(=O)c1ccccc1	-0.1
CCC(=O)N1[C@H](CN(CC)C(=O)c2ccccc2)[C@H](c2ccccc2)[C@@H]1CO	-1.0
COCC(=O)N1C[C@H](C)[C@H](OC)CN(C)C(=O)c2cc(NC(=O)c3cnccn3)ccc2OC[C@@H]1C	0.5
COc1ccc(S(=O)(=O)N(C)C[C@H]2OCCCC[C@H](C)Oc3ccc(N(C)C)cc3C(=O)N([C@H](C)CO)C[C@H]2C)cc1	-5.8
C/C=C/c1ccc([C@@H]2[C@@H](CO)N3C(=O)CN(C(=O)Nc4ccc(F)cc4)C[C@H]23)cc1	0.2
CCCN1[C@@H]2c3ccc(-c4ccncc4)c(=O)n3C[C@H]1[C@H](CO)[C@H]2C(=O)NCC1CC1	2.4
COc1ccc(CN(C)C[C@H]2OCCCC[C@H](C)Oc3ccc(NC(=O)Nc4c(C)noc4C)cc3C(=O)N([C@H](C)CO)C[C@@H]2C)cc1	-4.1
COc1ccc(CN(C)C[C@H]2Oc3c(NC(=O)Nc4ccc5c(c4)OCO5)cccc3C(=O)N([C@H](C)CO)C[C@@H]2C)cc1	-0.1
O=C(C[C@H]1C[C@H]2c3cc(NC(=O)C4CCC4)ccc3O[C@H]2[C@H](CO)O1)NCc1ccc(-c2ccccc2)cc1	-1.0
C[C@@H]1CN([C@@H](C)CO)C(=O)Cc2cc(NC(=O)c3ccncc3)ccc2O[C@H]1CN(C)Cc1ccc(Cl)c(Cl)c1	1.0
C[C@H]1CN([C@@H](C)CO)C(=O)c2cccc(NS(C)(=O)=O)c2O[C@@H]1CN(C)C	0.7
COc1ccc2c3c([nH]c2c1)[C@H](CO)N(C(=O)C1CCC1)CC31CN(Cc2cccc(F)c2)C1	0.3
CCC(=O)N[C@H]1CC[C@H](CC(=O)NCc2cc(F)cc(F)c2)O[C@H]1CO	-0.2
COc1cccc(C#Cc2cnc3c(c2)C(=O)N([C@@H](C)CO)C[C@H](C)[C@H](CN(C)CC2CC2)O3)c1	-0.1

The list goes on:
SMILES	TcdB inh
N#Cc1cccc(-c2ccc3c(c2)[C@@H]2[C@@H](CCN2S(=O)(=O)c2ccccc2F)[C@H](CO)N3)c1	1.4
C[C@@H]1CN([C@H](C)CO)C(=O)c2cc(NS(=O)(=O)c3ccc(Cl)cc3)ccc2O[C@@H](C)CCCCO[C@@H]1CN(C)Cc1ccc(C(F)(F)F)cc1	0.4
Cc1ccc(S(=O)(=O)NCC[C@@H]2CC[C@@H](NC(=O)c3cccc(F)c3)[C@H](CO)O2)cc1	-1.4
CO[C@H]1CN(C)C(=O)c2ccc(NC(=O)C3CCCC3)cc2OC[C@H](C)N(S(C)(=O)=O)C[C@H]1C	0.7
